Assay outcomes as filed in PubChem.
Htt clearance: compounds clearing mutant huntingtin protein. HeLa Exon1htt(103Q)mCFP, aggregate imaging; zero = plate's median compound well. inhibition, % at 1.5 µM. 47,000 compounds, 0.42% hits;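 active = inhibition of aggregate fluorescence above about 70%, also judged a hit by eye on the cell image, limit read from the data, passing the limit was not always enough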;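 note: cells exposed to compound for three days before fixation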
Htt clearance grain fraction: second read-out of Htt clearance, no call of its own (marks repeat the call); fraction fluorescence in grains; measured here: aggregate grain fluorescence fraction; stronger effect = lower value;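 scaled fraction of total cell fluorescence in grains with unit not stated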
* marks the source's active call; other numbers are inactive results. An excerpt; count on the stated rates, not on these rows.

cpd	canonical_smiles	Htt clearance	Htt clearance grain fraction
1	CC1Cc2cc(/C(O)=C3\C(=O)C(=O)N(CCN4CCOCC4)C3c3ccccc3F)ccc2O1 (stereo not drawn)	-11	32
2	Cc1cc(C)c2cc(CN(Cc3ccc4c(c3)OCO4)Cc3nnnn3Cc3ccco3)c(=O)[nH]c2c1	28	12
3	CC(=O)Nc1cccc(Oc2ccc3c(c2)C(=O)N(CCC(=O)O)C3=O)c1	-39	24
4	CCOc1ccc(N(CC(N)=O)S(=O)(=O)c2ccc(F)cc2)cc1	-99	38
5	Cn1c(CNc2ccc(Cl)cc2)nnc1SCCN1CCCCC1	5	17
6	O=C(CN1CCCC1)N1c2ccccc2Sc2ccc(C(F)(F)F)cc21	29	13
7	CCOC(=O)N1CCC(NC(=O)CSc2cc(=O)n(C)c3ccccc23)CC1	-15	36
8	CCC(=O)Nc1nc(C)c(C(=O)NC2CCCCC2)s1	-81	33
9	COc1ccc(CCNC(=O)c2nnn(CC(=O)Nc3ccccc3C)c2N)cc1OC	-28	46
10	O=c1[nH]c(CN2CCN(C/C=C/c3ccccc3)CC2)nc2cc(Cl)ccc12	-3	37
11	CC(C)(C)c1ccc(C2(C)NC(=O)N(CC(=O)Nc3ccc4c(c3)OCO4)C2=O)cc1 (stereo not drawn)	-23	28
12	Cc1ccc(NC(=O)CSc2nnc(-c3ccc(S(=O)(=O)N4CCOCC4)cc3)n2C)cc1	-35	26
13	O=C(OCCNC(=O)c1cc2ccccc2oc1=O)c1cccnc1	61	17
14	O=C(Cc1cccs1)NCc1cccnc1	-14	45
15	COc1ccc(-c2noc(CCN3C(=O)c4ccccc4C3=O)n2)cc1OC	-22	54
16	CC(C)c1nc(C#N)c(NCCCn2ccnc2)o1	-18	23
17	Cc1ccc(-n2c(CNc3ccc(F)cc3)nnc2SCC(N)=O)cc1	-38	55
18	COc1cc(C2C3C(=O)N(c4ccccc4)C(=O)C3ON2c2ccccc2)cc(OC)c1OC (stereo not drawn)	1	21
19	COc1ccc(OC)c(NC(=O)C(CC(=O)O)NCc2ccco2)c1 (stereo not drawn)	-92	40
20	CC(NC(=O)c1ccccc1)c1nc2ccccc2n1Cc1ccc(C#N)cc1 (stereo not drawn)	6	20
21	Cc1cc(C(=O)COC(=O)Cn2c(C(F)(F)F)nc3ccccc32)c(C)n1Cc1ccco1	10	27
22	Cc1ccc(C)c(-c2nc3ccc(N)cc3[nH]2)c1	-6	20
23	CCOC(=O)CSC1=C(C#N)C(c2ccc(C)cc2)C2=C(CCCC2=O)N1 (stereo not drawn)	-11	36
24	COc1cc2c(cc1OC)C(c1cccc([N+](=O)[O-])c1)N(C(=O)c1ccc(F)cc1)CC2 (stereo not drawn)	-16	34
25	CCC(C)Oc1cccc(OCCCCN2C(=O)NC(C)(C)C2=O)c1 (stereo not drawn)	-15	18

Three compounds from above, sorted by the number in Htt clearance, descending.
cpd	canonical_smiles	Htt clearance	Htt clearance grain fraction
7	CCOC(=O)N1CCC(NC(=O)CSc2cc(=O)n(C)c3ccccc23)CC1	-15	36
15	COc1ccc(-c2noc(CCN3C(=O)c4ccccc4C3=O)n2)cc1OC	-22	54
8	CCC(=O)Nc1nc(C)c(C(=O)NC2CCCCC2)s1	-81	33

Back to the main list, starting 5 compounds before the break.
cpd	canonical_smiles	Htt clearance	Htt clearance grain fraction
21	Cc1cc(C(=O)COC(=O)Cn2c(C(F)(F)F)nc3ccccc32)c(C)n1Cc1ccco1	10	27
22	Cc1ccc(C)c(-c2nc3ccc(N)cc3[nH]2)c1	-6	20
23	CCOC(=O)CSC1=C(C#N)C(c2ccc(C)cc2)C2=C(CCCC2=O)N1 (stereo not drawn)	-11	36
24	COc1cc2c(cc1OC)C(c1cccc([N+](=O)[O-])c1)N(C(=O)c1ccc(F)cc1)CC2 (stereo not drawn)	-16	34
25	CCC(C)Oc1cccc(OCCCCN2C(=O)NC(C)(C)C2=O)c1 (stereo not drawn)	-15	18
26	CCOC(=O)NCCc1c(C)nc2c(c(C)nn2C(C)(C)C)c1C	-23	21
27	COc1cccc2cc(C(=O)C3=C(O)C(=O)N(Cc4ccco4)C3c3cccnc3)oc12 (stereo not drawn)	24	14
28	CCOCCCNC(=O)C1CCC(=O)N1CCc1ccccc1 (stereo not drawn)	2	16
29	CCNC(=O)c1ccc(-n2nc(C(F)(F)F)c3c2CCCC3)cc1	56	17
30	CCC(=O)Nc1ccc(S(=O)(=O)NCC2CCCO2)cc1 (stereo not drawn)	-44	47
31	N#Cc1nc(Cc2ccccc2)oc1N1CCN(c2cccc(Cl)c2)CC1	-42	56
32	CCN(Cc1ccccc1)CC(O)COc1ccccc1 (stereo not drawn)	-9	21
33	Clc1ccc(-c2nnc3cccc(Cl)n23)c(Cl)c1	41	25
34	c1ccc(C2C3=C(CCCC3)Nc3ncnn32)cc1 (stereo not drawn)	-7	47
35	CCOC(=O)CSC1=C(C#N)C(c2ccco2)C(C(=O)Nc2cccc(C(F)(F)F)c2)=C(C)N1 (stereo not drawn)	55	9.1
36	CCCNC(=O)NC1C(NC(=O)NCCC)N(C)C(=O)N1C (stereo not drawn)	-60	71
37	CCN(Cc1ccccc1)C(c1ccc(Cl)cc1)c1nnnn1C(C)(C)C (stereo not drawn)	51	18
38	O=C1c2ccccc2C(=O)N1CCC(c1ccc(F)cc1)c1ccco1 (stereo not drawn)	-2	20
39	CC1CC1C(=O)OCC(=O)NCc1ccccc1Cl (stereo not drawn)	65	6.8
40	CCOC(=O)CNC(=O)CSc1nnnn1-c1ccc(C)c(C)c1	-29	26
41	CN(C)C(=S)c1ccc2ccccc2n1	11	33
42	CCc1ccccc1NC(=O)Cn1nc(C(F)(F)F)c2c1CCC2	-14	22
43	Cn1nnnc1SCC(=O)Nc1ccc(Br)cc1Cl	0	21
44	COc1ccc(CCNC(=O)CSc2ncn[nH]2)cc1	11	21
45	COc1ccccc1NC(=O)CSc1nnc(-c2ccccn2)n1Cc1ccco1	42	24
46	Cc1ccc(S(=O)(=O)N(CC(=O)N2CCCCC2)c2cccc(C)c2)cc1	-1	19
47	Cc1nnc(NC(=O)CSc2nc(C(C)C)nc3sc(C)c(C)c23)s1	-11	45
48	O=C(NCCN1CCCCC1)c1ccc2c(c1)OCCO2	19	33
49	CCc1nnc(NC(=O)Nc2ccccc2OC)s1	-18	21
50	Cc1nnc(SCc2ccccc2)nc1/C=C/NOCc1ccc(Cl)cc1Cl	-3	21
51	COc1ccccc1C(=O)Nc1sc2c(c1C(=O)NCc1ccco1)CCCC2	-17	23
52	CC(C)CC(=O)NC(=S)NCCc1ccccc1	16	33
53	Cc1ccc(/C=N/N2CCN(Cc3ccc(Cl)cc3)CC2)o1	18	13
54	CC(=O)N1CCN(c2ccc(Nc3ncnc4c3oc3ccccc34)cc2)CC1	-34	28
55	Cc1ccc(N2CCCCn3c2nc2c3c(=O)[nH]c(=O)n2C)cc1	0	30
56	CCOC(=O)c1c(NC(=O)OC)sc2c1CCC2	19	15
57	O=C(Nc1ccccc1N1CCCC1)c1cccnc1Cl	67	6.1
58	Cc1cccc(-c2cc3nc4c(c(N5CCCC(O)C5)n3n2)CCC4)c1 (stereo not drawn)	0	38
59	Cc1ccc2c(c1)c1ncnc(N3CCC4(CC3)OCCO4)c1n2C	14	18
60	N#Cc1nc(COc2ccccc2Cl)oc1NCc1ccc(F)cc1	5	38
61	CCn1cc(NC(=O)Nc2ccc(OC)c(OC)c2)c(C(N)=O)n1	-2	20
62	O=C(Cc1ccccc1)Nc1nc(-c2cccs2)cs1	-27	46
63	Cc1nc2sc(C(c3cccc(F)c3)N3CCCC(C)C3)c(O)n2n1 (stereo not drawn)	-61	54
64	Cn1nc(OC(=O)Nc2ccccc2)cc1C(F)(F)F	1	37
65	O=C(CC(O)(c1ccccc1)C(F)(F)C(F)F)c1cccs1 (stereo not drawn)	49	9.4
66	Cc1ccnn1CCSCC(=O)O	57	7.6
67	CCOC(=O)c1c(C)noc1CP(=O)(c1ccccc1)c1ccccc1	-52	28
68	COc1cc2cc(CN(Cc3ccc4c(c3)OCO4)C(=O)c3ccco3)c(=O)[nH]c2cc1OC	12	16
69	CCOC(=O)C1CCN(C(=O)COC(=O)c2ccc(Br)o2)CC1	46	19
70	C/C=C/Cn1c(SCc2ccc(Cl)cc2)nc2c1c(=O)[nH]c(=O)n2C	-32	49
71	CC(=O)Nc1nc2ccccc2n1Cc1ccccc1	25	29
72	Cc1ccc(NC(=O)CC2SC3=NCCCN3C2=O)c(C)c1 (stereo not drawn)	9	16
73	O=C(c1cccc(C(=O)N2CCN(c3ccccc3)CC2)c1)N1CCN(c2ccccc2)CC1	-51	27
74	Cc1ccc(NCN2C(=O)C3CC=CCC3C2=O)cc1 (stereo not drawn)	48	10
75	Cc1cc2ncn(/N=C/c3cccnc3)c2cc1C	15	30

Further results follow.
cpd	canonical_smiles	Htt clearance	Htt clearance grain fraction
76	CCOC(=O)c1cc(-c2ccco2)nc2c1c(C)nn2CCC#N	5	19
77	Cc1nc(-c2ccccn2)sc1C(=O)Nc1ccc(F)cc1	-40	30
78	CCn1c(N2CCC(C)CC2)nc2c1c(=O)n(C)c(=O)n2C	-105	84
79	CCN(CC(O)COc1ccc(OCC(O)CN(CC)C2CCCCC2)cc1)C1CCCCC1 (stereo not drawn)	2	19
80	CCn1ccc(C(=O)Oc2ccc(Cl)cc2)n1	4	38
81	CC(=O)NC(Cc1c[nH]c2ccccc12)C(=O)N1CCc2ccccc2C1 (stereo not drawn)	15	32
82	CCC(=O)N(Cc1cc2cc(OC)ccc2[nH]c1=O)c1ccccc1C	-2	39
83	COCCN1Cc2cccc(C(=O)Nc3cccc(C)c3C)c2C1=O	4	17
84	CC(C)(C)c1nnc2sc(SCC(=O)c3ccccc3)nn2c1=O	-20	53
85	CCOc1nc2ccccc2nc1C	13	35
86	C/C(=N\OC(=O)NC(C)C)c1sc(-c2ccc(Cl)cc2)nc1C	-19	45
87	O=C(Nc1ccccc1Cl)NC1(C(=O)N2CCCCC2)CCCCC1	-59	29
88	Cn1c(=O)c2c(n(Cc3ccccc3)c1=O)NC(=O)C2CC(=O)NCc1cccc(Cl)c1 (stereo not drawn)	-28	51
89	COC(=O)c1ccc(OCCOc2ccccc2)cc1	-68	39
90	CC(=O)c1ccc(N2CCN(C(=O)C3(S(=O)(=O)c4ccc(Cl)cc4)CC3)CC2)cc1	-10	45
91	O=C(O)C1CCCCC1C(=O)NCCc1c[nH]c2ccccc12 (stereo not drawn)	20	16
92	COC(=O)c1c(NC(=O)CSc2nnnn2-c2ccc3c(c2)OCO3)sc(C)c1C	24	16
93	CC(=O)Nc1cc(NC(=O)CCCC(=O)O)ccc1Cl	38	24
94	N#C/C(=C\c1cn[nH]c1-c1ccccc1)C(=O)NC1CCCCCC1	-22	46
95	CCOc1ccccc1-c1n[nH]c(=S)o1	10	21
96	C=CCn1c(SCc2ccc(OC)cc2)nnc1-c1cccnc1	-26	46
97	Cc1n[nH]c(C)c1C(=O)CC1(O)C(=O)N(CCc2ccccc2)c2ccc(Br)cc21 (stereo not drawn)	-6	40
98	CC1(C)C(c2ccccn2)=[N+]([O-])C(C)(C)N1O	16	28
99	Cc1ccccc1C(=O)OCCCN=C1NS(=O)(=O)c2ccccc21	6	18
100	COc1ccc(S(=O)(=O)N2CCCC(C(=O)N3CCN(C)CC3)C2)cc1C (stereo not drawn)	-32	26
101	COc1ccc(OC)c(C(C)NC=O)c1 (stereo not drawn)	10	18
102	Cc1ccc(S(=O)(=O)N2CCN(c3nc(C)nc4sc5c(c34)CCC(C)C5)CC2)cc1 (stereo not drawn)	-32	38
103	COc1ccccc1NC(=O)C(Cc1ccc(Cl)cc1)c1nn[nH]n1 (stereo not drawn)	6	17
104	O=C(Cc1cccs1)NNC(=S)NCc1ccc(Cl)cc1	-16	35
105	COc1ccc(-c2oc(NC(=O)c3ccc(C)cc3)c(C#N)c2-c2ccc(OC)cc2)cc1	-48	33
106	COc1cc(C2NC(=O)NC(O)(C(F)(F)F)C2C(C)=O)cc(OC)c1OC (stereo not drawn)	-15	43
107	O=C(NCCc1ccncc1)Nc1ccccc1Cl	15	18
108	O=C(NCc1cccnc1)c1cc(S(=O)(=O)N2CCCCC2)ccc1Cl	-69	29
109	CC1CCCCN1C(=O)CSc1nnc(-c2cccnc2)n1C1CCCCC1 (stereo not drawn)	25	14
110	O=C(Nc1cccc(NC(=O)c2cccnc2Cl)c1)c1ccco1	12	16
111	COCCN(C(=O)C1CCC1)c1nnc(-c2cccnc2)s1	-170	83
112	Cc1ccc(-n2ncc3c2ncn2nc(-c4ccco4)nc32)c(C)c1	55	9.8
113	CCc1ccc(NC(=O)C(C)Oc2nnc(-c3cccs3)c(-c3cccs3)n2)cc1 (stereo not drawn)	-43	28
114	CCOC(=O)CSc1nnc(Cn2nnc(-c3ccccc3)n2)n1CC	62	7.5
115	Cc1c(NS(=O)(=O)c2ccc3c(c2)n(C)c(=O)n3C)c(=O)n(-c2ccccc2)n1C	11	17
116	CN(C)S(=O)(=O)c1ccc(-c2ccccc2)cc1	10	33
117	CCS(=O)(=O)N1CCCC(C(=O)NCc2ccccc2Cl)C1 (stereo not drawn)	68	5.8
118	O=C(C1COc2ccccc2O1)N1CCN(c2ccccc2F)CC1 (stereo not drawn)	29	28
119	Cn1c(=O)c2c3c(sc2n2c(SCC(N)=O)nnc12)CC(C(C)(C)C)CC3 (stereo not drawn)	-28	25
120	COCCNCC(=O)C12CC3CC(CC(C3)C1)C2	-31	48
121	Nc1ccc(S(=O)(=O)c2cccc(N)c2)cc1	13	16
122	O=C(CSc1ncnc2sc3c(c12)CCCC3)N1CCC(c2noc3ccc(F)cc23)CC1	20	30
123	C=CCOc1ccc2ccccc2c1/C=N/O	25	16
124	Cc1nc2ccc(Cc3ccc4nc(C)[nH]c4c3)cc2[nH]1	20	14
125	CCn1c(Cc2ccccc2)nnc1SCC(=O)Nc1ccc2c(c1)OCCO2	8	18
126	O=C(Nc1ccc(Cl)cc1)OCc1cn(-c2ccc(Cl)cc2)nn1	-121	46
